AGP1-GFP MLPCN – alters AGP1-GFP fluorescence in TOR pathway yeast screen; S. cerevisiae AGP1-GFP multiplex flow cytometry, 3 h; GFP as percent of DMSO wells; GFP response vs DMSO, % at 10 µM; 320,000 compounds, 0.02% hits;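 active means GFP response relative to DMSO above a set limit, near screen average plus 3 SD, cut at about 150% in these data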;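 further: median GFP channel fluorescence of the gated AGP1 strain per well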
GRK2 aptamer HTS – inhibitors of human GRK2 displacing RNA aptamer; P25098; bead flow cytometry, FAM-aptamer displacement from GRK2; inhibition of aptamer binding, % at 10 µM; 330,000 compounds, 0.59% hits;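 active means inhibition of aptamer binding above 40%, roughly 3 SD of noise, on plates passing a quality check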;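 further: median bead fluorescence of bound FAM aptamer so fluorescent compounds give negative values; no value below 0 was filed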
Target sequence (P25098 whole entry, looked up): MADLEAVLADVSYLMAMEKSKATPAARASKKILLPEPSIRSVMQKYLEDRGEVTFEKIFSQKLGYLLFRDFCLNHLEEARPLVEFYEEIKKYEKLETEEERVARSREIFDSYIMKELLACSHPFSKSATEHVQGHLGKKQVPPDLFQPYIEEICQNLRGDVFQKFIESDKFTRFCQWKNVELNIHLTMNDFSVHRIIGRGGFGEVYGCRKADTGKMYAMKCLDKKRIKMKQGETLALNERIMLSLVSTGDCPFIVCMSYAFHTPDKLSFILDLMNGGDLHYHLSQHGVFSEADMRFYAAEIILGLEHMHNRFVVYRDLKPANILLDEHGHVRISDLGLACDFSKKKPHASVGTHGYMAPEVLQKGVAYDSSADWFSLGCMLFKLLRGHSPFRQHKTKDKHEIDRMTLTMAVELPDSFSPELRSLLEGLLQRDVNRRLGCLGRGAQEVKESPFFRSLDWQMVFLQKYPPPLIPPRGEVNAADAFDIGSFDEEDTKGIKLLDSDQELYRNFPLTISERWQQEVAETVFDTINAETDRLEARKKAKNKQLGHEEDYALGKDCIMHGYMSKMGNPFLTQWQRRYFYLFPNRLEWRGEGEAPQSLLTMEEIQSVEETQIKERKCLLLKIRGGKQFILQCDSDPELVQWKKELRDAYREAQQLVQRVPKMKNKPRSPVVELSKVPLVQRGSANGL
MCL1 BIM primary – inhibitors of human MCL1 binding to BIM-BH3 peptide | Q07820 | inhibition, % at 10.9 µM | 320,000 compounds, 0.68% hits | GST-MCL1 / FITC-Bim-BH3 fluorescence polarization;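 active means inhibition above the mean inhibition of all tested compounds plus 3 SD, set per campaign, cut at about 40% in these data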;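 further: 0% = DMSO wells and 100% = unlabeled Bim-BH3 peptide control; higher means more loss of mP so more displacement of Bim peptide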
Target sequence (Q07820 whole entry, looked up): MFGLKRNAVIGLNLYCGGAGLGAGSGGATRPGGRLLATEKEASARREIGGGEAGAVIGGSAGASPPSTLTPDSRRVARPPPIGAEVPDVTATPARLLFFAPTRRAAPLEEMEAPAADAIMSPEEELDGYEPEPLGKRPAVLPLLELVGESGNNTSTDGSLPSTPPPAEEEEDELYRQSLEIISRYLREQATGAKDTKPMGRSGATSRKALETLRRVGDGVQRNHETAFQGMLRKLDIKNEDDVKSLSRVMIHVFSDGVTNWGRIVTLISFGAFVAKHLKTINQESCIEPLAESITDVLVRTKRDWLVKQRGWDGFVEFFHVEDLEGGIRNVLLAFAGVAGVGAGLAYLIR
VLA-4 inh – inhibition in a human VLA-4 binding assay | P13612 | VLA-4 expressing cells, ligand binding flow cytometry | inhibition, % (about 7 µM as worked out from the volumes in the protocol) | 330,000 compounds, 0.2% hits; in the data active means inhibition above about 50%
MEX-5 binding – C. elegans MEX-5 TCR-2 RNA binding activity | MEX-5/FITC-TCR2 RNA binding, fluorescence polarization; active compounds read low | AID 1832 | 300,000 compounds, 0.38% hits | activity score (negative = inhibition of binding), % at 10 µM;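 active means inhibition past about -25% in most replicates, and total fluorescence under double the plate's negative control median, limit read from the data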;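 further: 0% = DMSO and -100% = 5 µM competing unlabeled TCR2 RNA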
GLD-1 RNA inh – GLD-1-TGE RNA interaction inhibition (C. elegans); Q17339; purified GLD-1 + fluorescein TGE RNA, fluorescence polarization; inhibition, % at 5.96 µM; 320,000 compounds, 0.44% hits;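 active means percent inhibition above a per-plate cutoff, the plate mean of test compounds plus 3 SD, cut at about 30% in these data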;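 further: 0% = DMSO wells with GLD-1 and probe and 100% = wells lacking GLD-1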
Yeast superoxide – caloric restriction mimetics inhibiting age-related superoxide in yeast; AID 2690; 330,000 compounds, 0.18% hits; S. cerevisiae aged cells, superoxide DHE fluorescence; active compounds read low; superoxide response (% of plate mean), % at 10 µM;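 active means superoxide response under a set limit, about three screen SD below normal, cut at about 65% in these data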;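 further: yeast aged for seven days with compound at 30 °C before DHE staining; 100% = average MFI of all compound-treated wells on the plate with controls excluded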
Bcl-xL primary – blocks human Bcl-xL binding to Bim BH3 peptide | Q07817 | GST-Bcl-xL / FITC-Bim BH3 peptide fluorescence polarization | inhibition, % at 10.9 µM | 320,000 compounds, 0.7% hits | AID 2129;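 active means inhibition above the mean of all tested compounds plus 3 SD, cutoff set per campaign, cut at about 30% in these data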;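 further: 0% = DMSO wells and 100% = unlabeled Bim-BH3 peptide competitor; inhibitors lower millipolarization by displacing the labeled peptide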
CIT2 TOR yeast – yeast TOR pathway CIT2-GFP modulation; GFP response vs DMSO, % at 10 µM; 320,000 compounds, 0.065% hits; AID 2029; S. cerevisiae CIT2-GFP strain, flow cytometry, 3 h; 100 means same as DMSO wells;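 active means GFP response relative to DMSO above a set limit, near the screen mean plus 3 SD, cut at about 150% in these data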;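 further: ratio of well median GFP fluorescence to mean of DMSO wells on the plate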
Numbers without * were called inactive; . = not tested or not shown.

SMILES	AGP1-GFP MLPCN	GRK2 aptamer HTS	MCL1 BIM primary	VLA-4 inh	MEX-5 binding	GLD-1 RNA inh	Yeast superoxide	Bcl-xL primary	CIT2 TOR yeast
C#CCOCCOCCOCCNc1nc(N2CCN(C(=O)CCCCCCCCCCNC(=O)Cn3cc(CCCCCN)nn3)CC2)nc(N2CCN(C(=O)CCCCCCCCCCNC(=O)[C@H](CO)n3cc(CCCSC)nn3)CC2)n1	96	0	0	19	.	3	110	3	108
O=C(NC(NCc1cccnc1)C(Cl)(Cl)Cl)c1cccc2ccccc12 (stereo not given)	99	1	6	9	0.8	1	103	4	108
Cc1nc2ccccc2n1CCC(=O)Nc1cccc(F)c1	104	2	-10	3	0.5	4	92	-6	102
CCOC(=O)Cc1nnc(NC(=O)COc2ccc(OC)cc2)s1	98	0	1	-1	0.6	0	95	1	96
O=C(CSc1nncs1)Nc1ccc(S(=O)(=O)N2CCCC2)cc1	108	0	-4	-16	0.7	-2	89	-1	120
COc1cc(C2NC(=O)NC(C)=C2C(=O)OCC2CCCCC2)ccc1O (stereo not given)	97	0	4	16	-3.0	-1	90	3	100
O=C(CSc1nnc(-c2ccco2)n1Cc1ccco1)Nc1ccccc1	86	1	-3	37	1.7	0	92	5	96
CCOc1ccc(S(=O)(=O)Nc2cccc(C)c2)c2cccnc12	98	0	3	13	0.6	4	104	8	93
O=C(NCc1ccco1)c1cc2c(s1)CCCCC2	100	5	12	15	4.6	2	94	3	93
CCCNc1cc(=S)nc(N)[nH]1	108	0	6	0	-3.3	8	105	11	104
COC(=O)c1c(NC(=O)Cn2cc([N+](=O)[O-])cn2)sc2c1CCC2	111	2	4	2	-0.8	15	94	2	106
O=C(COC(=O)c1ccccn1)Nc1nc(-c2cccc([N+](=O)[O-])c2)cs1	99	1	9	-10	-1.7	0	105	3	98
O=C1C2C3c4ccccc4C(c4ccccc43)C2C(=O)N1/N=C/c1cccc(O)c1 (stereo not given)	95	2	3	3	1.1	2	109	4	96
CCOC(=O)c1c(NC(=O)/C=C/C(=O)O)sc(C)c1-c1ccc(F)cc1	93	5	2	-10	1.1	5	99	8	86
O=C(O)c1cnn2c(-c3ccccc3)ccnc12	97	0	-1	-2	0.1	-1	98	-7	104
N#CC1CCN(c2ncccc2[N+](=O)[O-])CC1	99	0	8	6	0.8	1	115	2	89
COc1ccc(OC)c(/C=N/Nc2nc(C)cc(=O)[nH]2)c1	105	0	4	44	-2.3	1	104	-3	101
O=S(=O)(N/N=C1/CCCc2ccccc21)c1ccc(Br)cc1	97	3	-1	11	0.2	4	95	5	85
CCOC(=O)C(=Nc1ccc(Cl)cc1)NO	103	0	7	14	0.1	6	105	5	94
COc1cccc(NC(=O)N2CCCC2C(=O)NCc2ccc(Cl)cc2)c1 (stereo not given)	98	6	6	4	-0.2	3	102	8	102
Cc1ccc(S(=O)(=O)N2CCC(C(=O)NCC3CC3)CC2)cc1	93	1	1	17	3.6	5	96	2	89
CC(C)Oc1ccc(N2C(=O)c3ccccc3C2=O)cc1	94	2	4	-2	0.2	-4	89	7	95
Cc1ccc(C)c(SCc2noc(C(=O)NC(C)C)c2C(=O)O)c1	.	.	5	.	-1.3	10	.	5	.
N#Cc1c(-c2ccccc2)[nH]c(=S)[nH]c1=O	103	2	16	3	1.5	-3	107	12	113
C=CCOc1ccc(/C=C2\SC(=S)N(NS(=O)(=O)c3ccc(C)cc3)C2=O)cc1	95	3	24	34	-8.2	-2	101	11	99
(more compounds)
SMILES	AGP1-GFP MLPCN	GRK2 aptamer HTS	MCL1 BIM primary	VLA-4 inh	MEX-5 binding	GLD-1 RNA inh	Yeast superoxide	Bcl-xL primary	CIT2 TOR yeast
CCCC(c1nnnn1CS(=O)(=O)c1ccc(C)cc1)N1CCN(c2ccc(F)cc2)CC1 (stereo not given)	102	0	1	-23	2.9	10	93	5	105
Cc1nn(-c2ccccc2)c(C)c1/C=C/C(=O)OCC(=O)N(C)C1CCS(=O)(=O)C1 (stereo not given)	102	0	1	2	-0.7	-9	119	1	96
CCN(C(=O)CSc1ccc2ccccc2n1)C1CCCCC1	100	4	.	11	.	0	98	.	95
O=C(NNC(=S)Nc1ccccc1Cl)c1ccncc1	109	0	6	14	7.1	-1	101	2	107
COc1ccc(-c2nc(CSCC(=O)N3CCC(C(N)=O)CC3)c(C)o2)cc1OC	103	0	-3	-5	-2.4	0	89	2	96
O=C(Cc1cccs1)Nc1ccc([N+](=O)[O-])cc1	96	1	9	8	-0.8	4	91	1	105
c1ccc(-c2csc(NC3CCCCC3)n2)cc1	103	1	1	6	-3.5	6	114	0	111
COc1ccccc1C(=O)NC(C(=O)NCCc1nc2ccccc2[nH]1)=C(C)C	123	0	0	0	2.7	-6	114	0	110
Cc1cccc(NC(=O)c2ccc3c(=O)n(CC4CCCO4)c(=S)[nH]c3c2)c1 (stereo not given)	99	0	-2	-20	-2.1	12	101	-2	100
COc1ccc(OCc2cc(C(=O)N3CCCC(CO)C3)no2)c2ccccc12 (stereo not given)	92	2	-2	5	-3.9	5	101	5	93
Cc1ncc(CCl)c2c1OC(C)(C)OC2	111	0	6	-12	1.5	-4	98	6	109
Cc1cccc(CS(=O)(=O)c2ncc(Cl)c(C(=O)NCc3ccc4c(c3)OCO4)n2)c1	104	2	-3	19	-2.2	-6	101	-2	98
O=C(CSc1n[nH]c(-c2cccnc2)n1)Nc1ccccc1C(F)(F)F	100	1	-2	2	0.2	7	106	2	94
Cc1ccc2nc(NC(=O)CS(=O)(=O)Cc3ccccc3)sc2c1	102	1	0	3	-0.8	1	101	5	94
CCOC(=O)c1cc([N+](=O)[O-])sc1N	96	0	6	14	3.0	4	106	8	91
CC(C)NC(=S)N/N=C/c1ccc(N2CCOCC2)cc1	99	0	16	5	-3.0	3	80	1	97
O=C(Nc1ccccn1)N1CCOCC1	96	1	4	-5	1.8	-1	77	2	78
CCCNC(=O)NCCC12CC3CC(CC(C3)C1)C2	100	0	-2	10	0.6	-5	99	-2	94
N#Cc1ccc(CSc2nnc(NC(=O)CN3C(=O)C4CC=CCC4C3=O)s2)cc1 (stereo not given)	95	3	-2	3	-0.8	4	95	0	85
CN(/N=C/c1ccncc1)C1=NCCN1	110	0	0	-8	-1.7	1	94	1	119
O=C1CC(c2ccccc2)CN1C(=O)c1cncc(Br)c1 (stereo not given)	99	2	4	-12	1.5	1	88	4	99
O=C(N[C@H]1C/C=C\C[C@@H](CC(=O)N(CCO)Cc2ccccc2)C(=O)N[C@H](Cc2c[nH]c3ccccc23)COC1=O)OCC1c2ccccc2-c2ccccc21	99	0	.	14	.	2	106	.	90
CC(C)[C@H](NC(=O)c1ccc(Cl)cc1Cl)C(=O)NNc1cccc(C(=O)O)c1	97	0	.	-12	.	2	137	.	94
O=C1CN(c2ccccc2Cl)C(=O)CN1c1ccccc1Cl	106	5	8	12	-0.6	2	86	5	91
CC1CCCC(C)N1C(=O)COC(=O)c1cccc(S(=O)(=O)N(C)c2ccccc2)c1 (stereo not given)	97	1	-9	2	.	-1	89	2	89

Nothing new here: an excerpt of the list.
SMILES	AGP1-GFP MLPCN	GRK2 aptamer HTS	MCL1 BIM primary	VLA-4 inh	MEX-5 binding	GLD-1 RNA inh	Yeast superoxide	Bcl-xL primary	CIT2 TOR yeast
Cc1ccc2nc(NC(=O)CS(=O)(=O)Cc3ccccc3)sc2c1	102	1	0	3	-0.8	1	101	5	94
CCOC(=O)c1cc([N+](=O)[O-])sc1N	96	0	6	14	3.0	4	106	8	91
CC(C)NC(=S)N/N=C/c1ccc(N2CCOCC2)cc1	99	0	16	5	-3.0	3	80	1	97
O=C(Nc1ccccn1)N1CCOCC1	96	1	4	-5	1.8	-1	77	2	78
CCCNC(=O)NCCC12CC3CC(CC(C3)C1)C2	100	0	-2	10	0.6	-5	99	-2	94
N#Cc1ccc(CSc2nnc(NC(=O)CN3C(=O)C4CC=CCC4C3=O)s2)cc1 (stereo not given)	95	3	-2	3	-0.8	4	95	0	85
CN(/N=C/c1ccncc1)C1=NCCN1	110	0	0	-8	-1.7	1	94	1	119
O=C1CC(c2ccccc2)CN1C(=O)c1cncc(Br)c1 (stereo not given)	99	2	4	-12	1.5	1	88	4	99
O=C(N[C@H]1C/C=C\C[C@@H](CC(=O)N(CCO)Cc2ccccc2)C(=O)N[C@H](Cc2c[nH]c3ccccc23)COC1=O)OCC1c2ccccc2-c2ccccc21	99	0	.	14	.	2	106	.	90
CC(C)[C@H](NC(=O)c1ccc(Cl)cc1Cl)C(=O)NNc1cccc(C(=O)O)c1	97	0	.	-12	.	2	137	.	94
O=C1CN(c2ccccc2Cl)C(=O)CN1c1ccccc1Cl	106	5	8	12	-0.6	2	86	5	91
CC1CCCC(C)N1C(=O)COC(=O)c1cccc(S(=O)(=O)N(C)c2ccccc2)c1 (stereo not given)	97	1	-9	2	.	-1	89	2	89

More records follow.
SMILES	AGP1-GFP MLPCN	GRK2 aptamer HTS	MCL1 BIM primary	VLA-4 inh	MEX-5 binding	GLD-1 RNA inh	Yeast superoxide	Bcl-xL primary	CIT2 TOR yeast
CCCSc1oc(-c2ccco2)nc1S(=O)(=O)c1ccccc1	104	1	2	-2	-1.5	3	112	1	100
CC(C)c1nnc(NC(=O)CCS(=O)(=O)c2ccccc2)s1	101	0	-3	9	-2.6	4	93	-1	101
COC(=O)c1nnn(CC(=O)NC(=O)Nc2c(C)cccc2C)c1C(=O)OC	99	6	7	6	-0.1	-1	97	-1	104
O=C(NCc1ccccc1)c1ccc(CS(=O)(=O)Cc2ccc(F)cc2)o1	105	0	-7	0	-1.9	5	96	-3	114
Fc1cc(F)cc(-c2c(-c3ccccc3)ncc3ccc(F)cc23)c1	99	1	-5	7	.	3	98	-7	106
CC(=O)c1cnc(Nc2nc(C)c3ccccc3n2)nc1C	96	0	1	10	-0.4	0	97	7	100
COc1ccc(-c2cc(OC(=O)c3ccc(F)cc3)c3c(C)oc(C)c3c(=O)c2)cc1	100	6	10	-19	.	17	108	6	91
O=S(=O)(NC1CC1)c1ccc(F)c(F)c1	106	0	6	-7	-1.1	-1	85	2	102
O=C1c2c(O)cc(O)cc2O[C@@]12c1c(cc(O)c3c1O[C@H](c1ccc(O)cc1)[C@@H](O)C3)O[C@@H]2c1ccc(O)cc1	94	4	14	-4	-13	1	92	10	89
CCOc1ccc(S(=O)(=O)NCCC(=O)Nc2nnc(C)s2)cc1	89	0	8	16	-2.0	3	104	1	89
CCOC(=O)CC1C(=O)NCCN1Cc1cccc(OC)c1 (stereo not given)	103	2	1	-15	-1.4	5	102	3	97
COc1cccc(C(=O)Nc2ccc3[nH]c(=O)[nH]c3c2)c1OC	83	0	-1	3	-6.5	-1	111	4	81
COc1ccc(OC)c(C(=O)CSc2nnc(-c3cccs3)o2)c1	104	0	-1	9	2.0	0	102	2	109
Cc1ccc(S(=O)(=O)N2CCOCC2)cc1C(=O)NCc1ccco1	97	1	-4	34	0.3	4	92	0	97
